# GSIS activator = primary screen for activators of insulin secretion dependent on glucose, INS-1E cells, GLuc reporter luminescence | INS-1E GLuc reporter insulin secretion, 2-3 h | activation, % at 16.6 µM | hit rate 0.61% among 370,000;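 active = lowest replicate activation of at least 40%, so every replicate reaches that level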;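 note: 0% = median of neutral control wells and 100% = median of IBMX positive control wells; some compounds called inactive have numbers as strong as hits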
# PglD inh = inhibitors of Campylobacter jejuni PglD acetyltransferase. inhibition, % at 12.5 µM. hit rate 0.098% among 360,000. AID 602405. purified PglD enzyme, DTNB colorimetric CoA detection; in the data active = inhibition above about 16%, passing the limit was not always enough; inconclusive = no clear call, values can overlap the other calls; note: strong numbers were not always called active
# Statin myotox sup = suppressors of simvastatin-induced myotoxicity in C2C12 myotubes; AID 602340; rescue of ATP level, % at 7.49 µM; hit rate 0.78% among 330,000; ATP luminescence, 48 h; scaled: DMSO 0, geranylgeraniol control 100;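 active = mean ATP rescue above about 67%, or every replicate alone reaching that limit, limit read from the data, passing the limit was not always enough; inconclusive = no clear call, values can overlap the other calls; inactive = mean under the limit and some replicate under it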;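 note: myotubes were challenged with 10 µM simvastatin during compound exposure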
# ARNT-TACC3 inh = disruptors of human ARNT/TACC3 interaction | AID 623870 | inhibition, % at 9.99 µM | Q9Y6A5 | AlphaScreen His-ARNT PAS-B/GST-TACC3 binding, luminescence; TACC3 fragment carries E629A point mutation | hit rate 0.66% among 390,000;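 active = mean inhibition of replicates at least 50% and at least half of replicates each reaching 50%; inconclusive = half or more replicates reach 50% but mean below 50%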;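 note: 0% = complete ARNT plus TACC3 wells and 100% = ARNT alone without TACC3; many hits fall short of the cut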
# LGR2 inh = Drosophila LGR2 receptor signaling inhibition. inhibition, % at 9.99 µM. HEK293 LGR2, CRE-luciferase, bursicon-stimulated, 4 h. hit rate 0.35% among 380,000;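 active = drop in luminescence signal, shown as inhibition above about 50% in the replicate tests, limit read from the data, passing the limit was not always enough; inconclusive = probably only some replicates passing the limit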;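 note: agonist challenge used bursicon conditioned medium at about half maximal strength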
# PAX8 reporter = lowers PAX8-driven luciferase in RMG-I cells. RMG-I TPO-luciferase reporter, SteadyGlo, 24 h. inhibition, % at 12.6 µM. hit rate 1.2% among 360,000;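 active = mean replicate inhibition at least 60% with every replicate also reaching 60%; inconclusive = only one of the two criteria is met; inactive = mean below 60% and not all replicates reaching 60%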;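 note: luciferase light reporting Pax8 driven TPO promoter activity; plate controls were median of neutral control wells for no effect and mitoxantrone controls for full effect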
# PGC1a acetyl inh = lowers PGC1a acetylation signal in U2OS cells. inhibition, % at 15.6 µM. AlphaScreen anti-acetyl-lysine; with virally co-expressed GCN5 acetyltransferase. AID 651687. hit rate 0.17% among 350,000;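 active = every replicate shows inhibition of at least 40%; inconclusive = mean inhibition at least 40% but some replicate below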;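 note: 0% = neutral control wells and 100% = positive control wells; some results beyond the cut were filed as inactive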
# Cneo AK release = Cryptococcus neoformans lysis via adenylate kinase release | C. neoformans lysis, adenylate kinase release luminescence, 4 h; normalised: neutral wells 0, clomiphene wells 100 | lysis activity, % at 15 µM | hit rate 0.2% among 360,000 | AID 651654;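 active = mean lysis activity across replicates of at least 80%, whatever share of replicates individually reach that level; inactive = mean lysis activity below 80%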
#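 Assay system: C. neoformans cells. Amount: yeast cell density of 5 × 10^6 cells/mL. Technique: AK luminescence. Buffer or medium: YPD. Times: static 4 h at 37 °C with compound, 1 h detection. Dosing: single-point compound dose. Read-out: lysis from increased AK signal.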
# The depositor's hits bear a star; ? = inconclusive; . = not tested or not shown.
mol	GSIS activator	PglD inh	Statin myotox sup	ARNT-TACC3 inh	LGR2 inh	PAX8 reporter	PGC1a acetyl inh	Cneo AK release
CCN(CC)c1ccc(S(=O)(=O)N2CCOCC2)cc1NC(=O)CN1C(=O)NC2(CCC(C)CC2)C1=O (stereo unspecified)	-1	-4	-13	-5	10	4	.	0
Cc1ccccc1NC(=O)C1CCCN(S(=O)(=O)c2ccc3c(c2)C(C)(C)C(=O)N3C)C1 (stereo unspecified)	-5	.	-1	-13	7	15	-5	1
C[C@@H]1CN([C@H](C)CO)C(=O)c2cccc(NS(=O)(=O)c3ccc(F)cc3)c2O[C@@H]1CN(C)Cc1ccc(-c2ccccc2)cc1	-26	3	24	3	34	5	3	22
Cc1onc(-c2ccccc2Cl)c1C(=O)Oc1cccc2cccnc12	-5	.	.	3	-10	4	1	.
Cc1ccc(NC(=O)CCC(=O)NNC(=S)Nc2ccc(F)cc2)c(C)c1	0	1	35	-2	-17	-3	.	-1
COc1ccc(C(=O)Nc2nc3ccccc3c(=O)[nH]2)cc1	-3	5	-13	-10	?	.	-10	-2
C[C@@H]1O[C@@H](OCCC(=O)O)[C@H](O)C[C@H]1O	20	-10	22	12	4	-8	0	1
Cc1ccccc1-c1nn(-c2ccc(F)cc2F)cc1CNCCCO	-1	-8	4	0	.	4	-4	1
C[C@@H]1CN([C@@H](C)CO)C(=O)Cc2cc(NS(=O)(=O)c3cccs3)ccc2O[C@H]1CN(C)C(=O)Nc1ccc(C(F)(F)F)cc1	-14	2	-25	-18	-12	13	1	-1
O=C(O)C[C@H]1C[C@@H]2c3cc(NC(=O)c4ccc5c(c4)OCO5)ccc3O[C@@H]2[C@@H](CO)O1	-12	3	-13	10	-14	7	-4	7
CC(=O)c1cccc(NC(=S)NC(=O)C(C)C)c1	.	-8	0	1	.	.	13	1
CCOc1ccc2nc(NC(=O)Cn3[nH]c(=O)c4ccccc4c3=O)sc2c1	-8	6	-10	2	-61	-80	-9	3
Cn1c(=O)[nH]c(=O)c2c1nc(N(CCO)Cc1ccccc1)n2CCCc1ccccc1	5	2	5	.	-17	5	2	-2
O=S(=O)(NC1=NCCCCC1)c1ccc(Cl)cc1Cl	-6	0	1	.	20	18	2	-2
COCCNC(=O)C(=O)NCC1OCCN1C(=O)c1ccc(Cl)cc1 (stereo unspecified)	.	-4	0	-7	.	-2	-1	0
CC(=O)Nc1ccc(S(=O)(=O)Nc2cccc(N(C)S(C)(=O)=O)c2)cc1	.	4	-4	-5	.	.	5	1
COc1ccccc1NC(=O)C1=C(C)Nc2nnnn2C1c1ccccc1OC (stereo unspecified)	.	1	.	-11	.	.	-24	1
Cc1ccc(-c2ccc(CCC(=O)O)n2-c2ccc(O)cc2)cc1	-9	-4	37	-13	-27	.	7	-4
O=[N+]([O-])c1cc2c(cc1/C=N/n1cnnc1)OCO2	-6	.	.	1	-5	8	-10	.
COc1ccc2nc(SCC(=O)NC(C)C)[nH]c2c1	24	.	-4	25	.	-1	3	.
C[C@@H]1CCCCO[C@H](CN(C)S(=O)(=O)c2cn(C)cn2)[C@@H](C)CN([C@H](C)CO)C(=O)c2cc(NS(=O)(=O)c3cccs3)ccc2O1	7	-3	-40	-2	8	-14	4	-1
CN(C)C(=O)C[C@H]1CC[C@H]2[C@@H](COC[C@H](O)CN2C(=O)C2CCCC2)O1	3	1	2	0	-4	5	6	1
C=CCC(C(=O)OC)(C(=O)OC)c1ccc([N+](=O)[O-])cn1	.	-3	2	2	.	8	.	-1
CN1/C(=C/C=C(/C#N)C(N)=O)C(C)(C)c2ccccc21	.	-20	.	20	.	.	-27	1
COc1ccc(NC(=O)Cn2c(C(C)C)nc(C)cc2=O)cc1Cl	-14	.	.	-4	23	6	.	.
Cn1c(=NN=Cc2ccccc2OCCO)sc2ccccc21	.	-3	-8	.	.	-181	-7	1
COc1cc2c(=O)n(CCC(=O)NCC3CCCO3)c(=O)n(CC(=O)Nc3ccc(C)cc3)c2cc1OC (stereo unspecified)	1	4	-13	-7	9	6	.	-3
Cc1ccnc(NS(=O)(=O)c2cc([N+](=O)[O-])ccc2C)c1	8	.	.	-6	-16	6	8	.
CCCOc1ccc(C2Nc3cccc4cccc(c34)N2)cc1	.	-8	55	-3	.	8	39	-1
CCOc1ccccc1OCC(=O)Nc1cc(C)on1	.	3	1	-12	.	1	-3	4
CC(C)(C)c1ccc2cc(F)cc(F)c2n1	7	-1	-7	.	5	11	-7	2
CCOC(=O)N1CCC(n2c(SCC(=O)c3ccccc3)nc3ccsc3c2=O)CC1	76	1	.	-8	.	.	19	1
Cc1ccc(C)c(C(=O)CSc2nc(C)cc(=O)[nH]2)c1	-24	-3	3	1	10	12	1	-2
CN1CCN(S(=O)(=O)c2ccc(Nc3cccc(Cl)c3)c([N+](=O)[O-])c2)CC1	7	-2	-14	4	-26	17	-1	-3
CCc1nnc(NS(=O)(=O)c2ccc(NC(=O)CCC(=O)OC)cc2)s1	1	2	-15	-4	-4	-18	-2	0
CCCCn1c(N)c(N(CCC(C)C)C(=O)c2c(CC)noc2C)c(=O)[nH]c1=O	19	0	1	.	-10	5	4	-3
Cc1cccc(C(=O)O/N=C(/c2ccccc2)c2ccncc2)c1	-12	4	2	-5	1	14	2	-2
Cc1ccc(C(=O)NCCN2CCCC2)cc1	7	-3	.	3	-7	.	-8	2
C[C@@H]1CN([C@@H](C)CO)C(=O)c2cc(N(C)C)ccc2O[C@@H](C)CCCCO[C@@H]1CN(C)C(=O)C1CCCCC1	6	-2	-1	6	3	11	7	-2
Cc1c(Br)c([N+](=O)[O-])nn1C(C)C(=O)Nc1ccc2c(c1)OCO2 (stereo unspecified)	7	-4	1	-6	6	.	-11	1

# In the list so far, three contain a thiophene ring, fused or not:
mol	GSIS activator	PglD inh	Statin myotox sup	ARNT-TACC3 inh	LGR2 inh	PAX8 reporter	PGC1a acetyl inh	Cneo AK release
C[C@@H]1CN([C@@H](C)CO)C(=O)Cc2cc(NS(=O)(=O)c3cccs3)ccc2O[C@H]1CN(C)C(=O)Nc1ccc(C(F)(F)F)cc1	-14	2	-25	-18	-12	13	1	-1
C[C@@H]1CCCCO[C@H](CN(C)S(=O)(=O)c2cn(C)cn2)[C@@H](C)CN([C@H](C)CO)C(=O)c2cc(NS(=O)(=O)c3cccs3)ccc2O1	7	-3	-40	-2	8	-14	4	-1
CCOC(=O)N1CCC(n2c(SCC(=O)c3ccccc3)nc3ccsc3c2=O)CC1	76	1	.	-8	.	.	19	1

# Remaining list, next part:
mol	GSIS activator	PglD inh	Statin myotox sup	ARNT-TACC3 inh	LGR2 inh	PAX8 reporter	PGC1a acetyl inh	Cneo AK release
CC1=C(C(=O)Nc2ccc(C(=O)NC(C)c3ccccc3)cc2)SCCO1 (stereo unspecified)	8	2	0	0	15	-13	-5	-2
O=C(Cc1ccccc1)c1c[nH]c(C(=O)NCCCN2CCOCC2)c1	2	11	0	.	18	1	-3	0
Cc1ccc(N(C)C2=NC(=O)CS2)cc1Cl	12	-5	3	-5	9	1	-1	3
COc1ccc(NC(=O)C(C)N=C2NS(=O)(=O)c3ccccc32)cc1S(N)(=O)=O (stereo unspecified)	13	1	-3	2	12	-6	1	0
CCOCC(=O)Nc1cc(C(=O)NCCc2ccccc2)ccc1Cl	11	.	0	-7	-9	-183	9	.
CC1CC(C)CN(C(=O)Cn2c(=O)n(CCCC(=O)NCc3ccco3)c(=O)c3sccc32)C1 (stereo unspecified)	9	-2	-2	1	14	-9	-1	-1
COc1cccc(C(NC(C)=O)c2nc(-c3cc4ccccc4o3)cs2)c1 (stereo unspecified)	12	-4	-2	.	2	7	-10	-3
O=C(c1cccc(S(=O)(=O)N2CCOCC2)c1)N1CCN(S(=O)(=O)c2cccc([N+](=O)[O-])c2)CC1	-11	0	11	-2	1	-8	.	2
C[C@@H]1CN([C@H](C)CO)S(=O)(=O)c2ccc(/C=C/c3ccccc3)cc2O[C@@H]1CN(C)C(=O)NC1CCCCC1	-8	0	15	4	3	2	15	2
CCCC#Cc1ccc([C@H]2[C@H](CO)N3CCCCN(Cc4cccnc4)C[C@@H]23)cc1	0	11	18	2	-12	-4	-1	1
O=c1c([N+](=O)[O-])c(N2CCCCC2)c2ccccc2n1-c1ccccc1	.	-2	-6	-4	.	.	-1	0
COC(=O)Nc1nc(-c2ccccc2)c(C(=O)c2ccc(Cl)cc2)s1	.	-3	-84	.	.	.	-3	-6
CNC[C@@H]1OCCCC[C@@H](C)Oc2ccc(NC(=O)c3ccncc3)cc2C(=O)N([C@H](C)CO)C[C@@H]1C	20	3	-16	-5	3	-23	24	3
CN(C)CC(O)CN1C(=O)NC(C)(C)C1=O (stereo unspecified)	14	.	.	-16	10	6	.	.
COc1ccc(CN(C)C[C@H]2Oc3ccc(NC(=O)Nc4ccc(C(F)(F)F)cc4)cc3C(=O)N([C@@H](C)CO)C[C@H]2C)cc1	98	3	-21	0	13	.	-3	-1
C[C@H]1CN([C@@H](C)CO)C(=O)c2cc(NC(=O)Nc3ccc(C(F)(F)F)cc3)ccc2O[C@@H]1CN(C)Cc1ccc2c(c1)OCO2	27	-1	-13	2	-1	.	9	-1
O=C1[C@H]2[C@@H](c3ccc(F)cc3)N3C(=O)N(c4ccc(C(F)(F)F)cc4)C(=O)[C@@]3(Cc3ccccc3)[C@H]2C(=O)N1C1CCCCC1	.	-2	9	-5	-15	38	5	-4
COCCNC(=S)N1CCC2CC1c1c(Cl)cccc12 (stereo unspecified)	2	1	6	.	-9	6	8	-1
COC(=O)[C@@]1(Cc2ccc(F)cc2)[C@@H]2[C@@H](CC(=O)[C@H]2CC(=O)C(=O)N(C)C)CN1C(=O)c1ccccc1	.	4	8	2	.	.	.	1
COc1cc(OC)c(C(=O)OCC(=O)NC2CCCC2)cc1OC	36	-3	0	-4	19	11	-9	-2
C/C(N)=C(/C#N)C(=O)COC(=O)c1ccccc1Oc1ccccc1	6	-1	4	4	12	14	2	1
Cc1ccc(Cl)cc1N1CCN(C(=O)c2ccc(CN3CCOCC3)cc2)CC1	.	0	0	-1	-2	.	-6	0
COc1cc(C(C)=O)ccc1OCC(O)CNCC(O)c1ccccc1 (stereo unspecified)	2	0	-1	-6	-28	8	-5	-2
COc1ccc(CCn2c(C)cc(C(=O)CSc3nc(N)cc(=O)[nH]3)c2C)cc1	-30	-5	-34	7	.	.	0	-2
CN1CCN(C(=O)C[C@H]2CC[C@@H]3[C@H](COC[C@H](O)CN3C(=O)Nc3ccc4c(c3)OCO4)O2)CC1	1	6	4	6	-21	-90	-5	-1
Cc1cc2ncn(/N=C/c3ccc(-c4ccccc4)o3)c2cc1C	3	4	146*	1	6	.	-5	5
C[C@H]1CCCCO[C@@H](CN(C)S(=O)(=O)c2ccccc2)[C@@H](C)CN([C@@H](C)CO)C(=O)c2cc(NC(=O)NC3CCCCC3)ccc2O1	-19	-2	.	22	14	69*	-11	-1
C[C@@H]1CN([C@H](C)CO)C(=O)c2cccc(NS(=O)(=O)c3ccc(Cl)cc3)c2O[C@H]1CN(C)S(=O)(=O)c1ccc(F)cc1	10	3	-34	6	-4	-11	-1	9
CCC(C)c1ccc(NC(=S)NN2CCOCC2)cc1 (stereo unspecified)	11	.	.	3	6	-28	.	.
